rad50: NCI yeast anticancer drug screen, S. cerevisiae rad50 strain | growth inhibition, % at 50 µM | 79,000 tested, 10% active | AID 155;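 note: 0% = growth of vehicle-only cultures of the same strain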
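Yeast carrying a defined DNA repair defect were exposed to test compounds, and growth was compared with vehicle-treated controls to give percent inhibition.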
yeast mec2-1: NCI yeast anticancer drug screen, S. cerevisiae mec2-1 strain | growth inhibition, % at 50 µM | 79,000 tested, 9% active | AID 157;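 note: 0% = growth of vehicle-only cultures of the same strain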
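Mutant yeast (mec2-1) grown with compound; growth inhibition relative to vehicle control reported.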
yeast cln2 rad14: NCI yeast anticancer drug screen, S. cerevisiae cln2 rad14 strain; growth inhibition, % at 50 µM; 78,000 tested, 8.3% active; AID 165;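 note: 0% = growth of vehicle-only cultures of the same strain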
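cln2 rad14 yeast strain; compound exposure; growth inhibition read vs vehicle controls.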
mlh1 rad18: NCI yeast anticancer drug screen, S. cerevisiae mlh1 rad18 strain. % growth inhibition at 50 µM. 79,000 tested, 11% active;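 note: 0% = growth of vehicle-only cultures of the same strain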
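Vehicle-treated cultures served as the reference for growth inhibition in a yeast strain carrying DNA damage repair alterations exposed to each compound.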
bub3: NCI yeast anticancer drug screen, S. cerevisiae bub3 mutant strain; % growth inhibition at 50 µM; 78,000 tested, 9.9% active; AID 167;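 note: 0% = growth of vehicle-only cultures of the same strain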
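Growth of a checkpoint-deficient yeast mutant is measured after compound exposure. Values represent inhibition relative to vehicle.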
yeast sgs1 mgt1: NCI yeast anticancer drug screen, S. cerevisiae sgs1 mgt1 strain; % growth inhibition at 50 µM; 78,000 tested, 10% active; AID 161;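 note: 0% = growth of vehicle-only cultures of the same strain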
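Inhibition of yeast growth, normalised to vehicle-treated controls, is reported for a strain bearing genetic alterations in DNA damage repair.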
The depositor's hits bear a star; . = no result given; & = joins results of further samples; ! = not active in a repeat. Cut-off read from the data, not from the text of the source: active = growth inhibition above about 70%; inactive = the rest.

Fields – rad50 | yeast mec2-1 | yeast cln2 rad14 | mlh1 rad18 | bub3 | yeast sgs1 mgt1
[1] CCOC(=O)CC(NC(=O)CC(N)C(=O)O)C(=O)OCC (centres undefined)
  7 | 3 | -1 | -3 | 0 | -3
[2] CCOC(=O)CC1NCCc2ccccc21 (centres undefined)
  -5 | -3 | -38 | -7 | -8 | 8
[3] C=C(N)/C=C1/NC(C)=CS1
  17 | 7 | -10 | -9 | 14 | 11
[4] Cc1ccc(-c2n[nH]c(Cc3nc(-c4ccc(C)cc4)n[nH]3)n2)cc1
  -8 | -8 | 13 | 17 | 1 | -3
[5] CCCCN(CCCC)CC(O)c1cc(OC)c2cc(Cl)cc(Cl)c2n1 (centres undefined)
  100* | 100* | 99* | 100* | 99* | 100*
[6] COC1(C)CNCC(C)(C)NC(=O)C(C)(OC)CNCC(C)(C)NC1=O (centres undefined)
  -11 | 2 | -17 | -20 | -33 | -21
[7] Nc1ccc(S(=O)(=O)O)cc1Cl
  -12 | -12 | -10 | -4 | -10 | -5
[8] Cc1ccc(S(=O)(=O)N(C)C(C(=O)O)c2ccccc2)cc1 (centres undefined)
  22 | -1 | -21 | 3 | -8 | 7
[9] O=C1Nc2ccccc2C1=Nc1ccc(S(=O)(=O)Nc2nccs2)cc1
  5 | 27 | 11 | 16 | -8 | -3
[10] CC(=O)OC1CCC2CCCC2C1 (centres undefined)
  5 | -1 | 7 | 2 | 9 | 5
[11] CCOC(=O)c1cccc(Cl)c1C(=O)O
  -8 | -13 | -30 | -8 | -4 | 0
[12] CCCCN=C1OCc2[nH][nH]c(=O)c21
  -4 | 11 | 8 | -4 | -4 | -20
[13] CCOC(OCC)c1ccccc1OC
  2 | 1 | -15 | -1 | 4 | 5
[14] O=C(O)CSc1ccccc1C(=O)O
  -8&-1 | -41&-12 | 22&-28 | -4&-18 | -34&6 | -35&2
[15] O=[N+]([O-])C1(CO)COC2(OC1)c1ccccc1-c1ccccc12
  0 | -7 | 12 | 0 | -27 | -22
[16] c1ccc(B2OC(c3ccccc3)C(c3ccccc3)O2)cc1 (centres undefined)
  3 | 0 | 6 | 9 | 11 | 11
[17] O=C(CCCl)OCc1ccc([N+](=O)[O-])o1
  14 | -3 | -9 | 19 | -4 | 56
[18] Oc1cc(Cl)cc2cc(Cl)cnc12
  87* | 91* | 88* | 82* | 88* | 85*
[19] Cc1ccc(C(=O)NC(C)C)cc1N=NN(C)C
  -34 | -42 | 10 | -32 | -32 | -47
[20] CCCCN(CC)Cc1ccc2c(c1)OCO2
  5 | -5 | -10 | -13 | 4 | 14

Profiles, quoted from the list:
C=C(N)/C=C1/NC(C)=CS1 as listed: rad50: 17; yeast mec2-1: 7; yeast cln2 rad14: -10; mlh1 rad18: -9; bub3: 14; yeast sgs1 mgt1: 11
CCCCN(CC)Cc1ccc2c(c1)OCO2 as listed: rad50: 5; yeast mec2-1: -5; yeast cln2 rad14: -10; mlh1 rad18: -13; bub3: 4; yeast sgs1 mgt1: 14
Nc1ccc(S(=O)(=O)O)cc1Cl as listed: rad50: -12; yeast mec2-1: -12; yeast cln2 rad14: -10; mlh1 rad18: -4; bub3: -10; yeast sgs1 mgt1: -5

Later entries
Fields – rad50 | yeast mec2-1 | yeast cln2 rad14 | mlh1 rad18 | bub3 | yeast sgs1 mgt1
[21] COc1ccc(C)cc1NC(=O)Oc1ccc(C#N)cc1
  0 | -6 | 8 | 11 | 21 | 23
[22] O=C(COc1ccccc1)Nc1ccc(C(=O)O)cc1
  -3 | -4 | 2 | 25 | 22 | -3
[23] O=[N+]([O-])c1ccc(N/N=C/C2CCCCCC2)c([N+](=O)[O-])c1
  11 | 14 | -147 | 4 | -15 | -1
[24] COc1ccc(/C(C)=N/OC(=O)c2c(-c3ccccc3Cl)noc2C)cc1CN1CCOCC1
  65 | 14 | 46 | 57 | 59 | 74*
[25] Cn1c(N)c(C(=O)C(F)(F)F)c(=O)n(C)c1=O
  -9 | 1 | 15 | 0 | -1 | -8
[26] COc1ccc(-c2cc(=O)c3c(C)cc(O)cc3o2)cc1OC
  7 | 8 | . | 44 | . | .
[27] CCOC(=O)NC(Nc1ncccn1)(C(=O)OCC)C(F)(F)F (centres undefined)
  -29 | -29 | -16 | -35 | -40 | -77
[28] CSCCC(NC(=O)CCCOc1ccc(Cl)cc1C)C(=O)O (centres undefined)
  2 | -12 | -30 | -5 | -1 | 4
[29] Cc1cc(N(CCC#N)S(=O)(=O)c2ccccc2)ccc1C=O
  26 | -34 | -9 | -4 | -9 | 14
[30] OC1CN(c2ccccc2)CC(O)CN(c2ccccc2)C1 (centres undefined)
  -8 | 2 | -12 | 6 | -16 | 7
[31] CCOc1ccccc1NC(=O)Nc1ccccc1OC
  -3 | 3 | -15 | -13 | 3 | 1
[32] NC1(C(=O)O)CCCC1C(=O)O (centres undefined)
  -9 | -27 | 16 | -3 | -6 | -23
[33] CCN(CCOC)C(C)=O
  2 | 2 | -2 | -3 | 0 | 18
[34] CCc1ccc(NC(=O)CCC(=O)O)cc1
  -1 | -9 | -90 | -17 | -5 | 5
[35] COC(=O)[C@H](Cc1ccccc1)NC(=O)/C(=C/C(C)C)NC(=O)[C@H](CCSC)NC=O
  14 | 6 | 19 | 4 | -11 | 11
[36] N/N=C1/CCCc2nonc21
  -20 | -17 | -22 | -48 | -25 | -29
[37] [Pt].c1ccc([PH+](CC[PH+](CC[PH+](c2ccccc2)c2ccccc2)CC[PH+](c2ccccc2)c2ccccc2)c2ccccc2)cc1
  90* | 91* | 89* | 89* | 90* | 92*
[38] Cc1ccc(SSCCCCCS(=O)O)cc1
  49 | 23 | 58 | 78* | 84* | 43
[39] CCCCOc1n[nH]c(=O)c2ccccc12
  -2 | -13 | -25 | 9 | -8 | -4
[40] CC(C)(C)c1ccc(OCCCl)c(Cl)c1
  2 | -2 | -42 | 6 | 1 | 34
[41] Nc1cc(=O)n(C2CC(O)C(CO)O2)cn1 (centres undefined)
  7 | 2 | 2 | 6 | -13 | 12
[42] NNC(=O)C(c1ccccc1)c1ccccc1
  6 | -9 | 3 | 0 | -29 | -19
[43] CCOC(=O)c1ccc2c([nH]c3ccccc32)c1C
  42 | -12 | -19 | 6 | -8 | 41
[44] CC(C)C(NC(=O)C1CSC(C)(C)N1C=O)C(=O)OC1CCCCC1 (centres undefined)
  -7 | -27 | 3 | -1 | 42 | 18
[45] COC(=O)C12C3C4C1C1C2C3C41C(=O)N(C(C)C)C(C)C (centres undefined)
  8 | -1 | -4 | -14 | 4 | -3
[46] C/C(=N\NC(N)=S)c1ccc(Oc2ccccc2)cc1
  99* | 99* | 98* | 98* | 99* | 99*
[47] O=C(CC1Sc2ccccc2NC1=O)Nc1cccc(Cl)c1 (centres undefined)
  0 | -41 | 16 | -9 | 2 | 2
[48] C[N+](C)(C)CCc1ccc2ccccc2c1
  12 | 12 | 0 | 13 | 6 | 9
[49] COc1ccc(O)cc1C=O
  -6 | -7 | 4 | -5 | -7 | -11
[50] O=C1C(=O)C(Cc2ccccc2)(c2ccccc2)C(=O)N1c1ccccc1 (centres undefined)
  68 | 6 | -10 | 40 | 10 | 55
[51] CC(C)=CN1CCCCC1
  -2 | -34 | 13 | -6 | 11 | -5
[52] CCC(=O)CCCC(C)C
  -7 | -20 | 10 | -6 | 7 | -7
[53] O=C(CC1(O)C(=O)Nc2ccccc21)c1ccc(O)cc1O (centres undefined)
  13 | 15 | 26 | 19 | 14 | 12
[54] O=C(O)Cc1c(-c2noc(-c3ccccc3)c2CC(=O)O)noc1-c1ccccc1
  28 | 47 | 58 | 40 | 97* | 27
[55] C[N+](C)(C)C1CCC1
  -2 | -5 | 8 | 6 | -15 | -2
[56] C/C=C(\CC)C(C#N)(CCC)C(=O)OCC (centres undefined)
  -10 | -18 | -9 | -18 | -33 | -21
[57] CC(=O)/C=C(\c1ccccc1)c1c(O)c2ccccc2oc1=O
  -2 | 9 | 7 | 6 | 4 | 4
[58] CCc1ccc(/C=C/C(=O)C2CN(CC)CCC2(O)/C=C/c2ccc(CC)cc2)cc1 (centres undefined)
  92* | 93* | 90* | 92* | 91* | 92*
[59] Oc1ccc(C(O)(c2ccccc2)c2ccccc2)cc1
  71* | 89* | 90*! | 89*! | 90*! | 92*!
[60] O=c1c2ccccc2nc2n1-c1ccccc1SC2
  1 | -23 | 22 | 10 | 20 | -12
[61] Cc1cc2c(C)n(Cc3ccc(Cl)cc3Cl)nc2c(C#N)c1C
  -11 | -7 | 20 | -4 | -2 | -10
[62] CSS(=O)(=O)c1ccc(C)cc1
  100* | 100* | 99* | 100* | 100* | 99*
[63] CCOC(=O)c1cn2ccccc2c(C(C)=O)c1=N
  -3 | 10 | -56 | 7 | 5 | -4
[64] CC(CCC(=O)O)C1CCC2C3CCC4CCCCC4(C)C3CCC12C (centres undefined)
  8 | 42 | 17 | 50 | 51 | 43
[65] COc1cccc(-c2cc(=O)c3c(C)cc(C)nc3[nH]2)c1
  -31 | 8 | -16 | -2 | 17 | 13
[66] Cc1cc(=O)[nH]c(NN2C(Cl)C(=O)C2c2c(O)ccc3ccccc23)n1 (centres undefined)
  -8 | -11 | 13 | -33 | 1 | -1
[67] CC1=CC(=O)C(CN(C)C)(CN(C)C)C(C)(C)C1
  5 | 9 | 0 | 13 | -2 | 8
[68] OCC1(CO)CCCC(CO)(CO)C1O
  20 | 3 | 3 | 18 | -4 | 15
[69] O=C(O)c1ccc2cc(Cl)c3ccccc3c2c1
  95* | 94* | 93* | 95* | 91* | 94*
[70] O=C1Oc2ccccc2C1C/C(=N\Nc1ccccc1)c1ccccc1O (centres undefined)
  40 | 7 | 22 | 9 | 30 | 24
[71] O=C(CN1CCCC1)Nc1nc(-c2ccc(Cl)cc2)cs1
  51 | 36 | 48 | 64 | 68 | 67
[72] O=C(Nc1ccc(Cl)cc1)c1cc(S(=O)(=O)Nc2n[nH]c(Nc3ccc4ccccc4c3)n2)c(SSc2cc(Cl)c(C(=O)Nc3ccc(Cl)cc3)cc2S(=O)(=O)Nc2n[nH]c(Nc3ccc4ccccc4c3)n2)cc1Cl
  6 | 12 | 33 | 3 | 18 | 6
[73] Nc1nc(N)c(N=O)c(Nc2ccc(O)cc2)n1
  -12 | -5 | -5 | -16 | -17 | -1
[74] Cc1ccc(NC(=O)c2ccc(C)c(N)c2)c(C)c1
  -16 | -21 | -10 | -6 | -25 | -16
[75] O=C(O)c1cccc([N+](=O)[O-])c1Br
  -1 | -19 | 3 | -3 | -20 | -36
[76] COc1cc([C@@H]2c3cc4c(cc3[C@H](O)[C@H]3COC(=O)[C@H]23)OCO4)cc(OC)c1OC
  -5 | -9 | 5 | 9 | 4 | 9
[77] Cn1c(=O)[nH]cc([N+](=O)[O-])c1=O
  19 | 1 | 14 | 23 | -3 | 3
[78] CCCCn1cnc2c(SCc3ccc(Cl)cc3Cl)nc(N)nc21
  1 | 25 | 21 | -8 | 15 | 7
[79] Cn1c2ccccc2n2c3nc4ccccc4nc3c(C#N)c12
  -25 | -33 | -17 | -38 | -23 | -64
[80] COc1ccc(C2CCCCC2)cc1
  0 | 4 | 0 | -15 | 5 | -12

Reprinted from the part before: 2 compounds; new compounds follow.
Fields – rad50 | yeast mec2-1 | yeast cln2 rad14 | mlh1 rad18 | bub3 | yeast sgs1 mgt1
[79] Cn1c2ccccc2n2c3nc4ccccc4nc3c(C#N)c12
  -25 | -33 | -17 | -38 | -23 | -64
[80] COc1ccc(C2CCCCC2)cc1
  0 | 4 | 0 | -15 | 5 | -12
[81] C=CCCn1nc(-c2ccccc2)oc1=O
  -8 | -28 | -3 | 6 | -27 | -19
[82] Oc1ccccc1OCCOCCOc1ccccc1O
  10 | 8 | -6 | 6 | 19 | -5
[83] CCOC(=O)c1ccc(Cn2c(C)cc(=O)n(Cc3ccc(C(=O)OCC)cc3)c2=O)cc1
  0 | -14 | -28 | -8 | 4 | -10
[84] N#Cc1ccc(NN=NCCCCCl)cc1
  9 | -8 | 3 | 3 | -7 | 15
[85] CCn1cnc2c(=S)nc[nH]c21
  3 | 4 | -15 | -13 | -3 | -13
[86] COc1ccc(OP2(Oc3ccc(OC)cc3)=NP(Oc3ccc(OC)cc3)(Oc3ccc(OC)cc3)=NP(Oc3ccc(OC)cc3)(Oc3ccc(OC)cc3)=NP(Oc3ccc(OC)cc3)(Oc3ccc(OC)cc3)=N2)cc1
  61 | 66 | 24 | 79* | 54 | 67
[87] C/C(C=C(C#N)C#N)=C\c1ccc(F)cc1
  15 | 28 | 31 | 21 | -7 | -2
[88] CNC(=O)N(C)c1cc(N(C)C)nc(OC)n1
  -16 | -35 | -9 | -23 | -21 | -19
[89] C=CCc1ccc(OC(=O)CCl)c(OC)c1
  65 | 28 | 29 | 82* | 19 | 13
[90] CN1CCOc2c1cnn(CCO)c2=O
  -52 | -15 | -10 | -8 | -4 | -22
[91] CC(=O)Nc1ccccc1C(C)(C)C
  0 | -13 | -18 | 4 | 7 | -3

Screening data: PubChem BioAssay, NCI
